iPSC survival up – enhancers of human iPSC single-cell survival | hiPSC single-cell survival, ATPlite luminescence; 100% = ROCK inhibitor wells, 0% = DMSO | survival enhancement, % at 20 µM | 0.044% of 360,000 active | AID 602274; in the data active = survival enhancement above about 18%;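 also: cells exposed to compounds for 16 hours before the ATP read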
N-glyco inh – blocks N-linked glycosylation in D54 reporter cells; D54 ERlucT glycosylation luciferase reporter, 24 h; percent of 100 nM tunicamycin response; reporter increase, % at 12.5 µM; 0.23% of 360,000 active; AID 588692;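 active = mean luciferase reporter signal, scaled so untreated is 0 and the glycosylation-blocking control 100, at or above a set limit in every replicate; inconclusive = mean reaches the limit but not every replicate does; inactive = mean below the limit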;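 also: luciferase carries N-glycosylation sites so blocking glycosylation raises the light; 0% = median of neutral control wells and 100% = median of 100 nM tunicamycin wells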
ABCB6 inh MLPCN – blocks the human ABCB6 transporter; AID 602162; fluorescence ratio to DMSO, % at 10 µM; K562-ABCB6 porphyrin accumulation, flow cytometry, 1 h; hits give low values; 0.19% of 360,000 active;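 active = fluorescence ratio to DMSO below 75%, the collection mean minus 3 SD; inconclusive = too few cells collected in the well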;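 also: signal is porphyrin accumulated inside mitochondria; 100% equals median channel fluorescence of DMSO control wells; lower ratio means ABCB6 inhibition with less porphyrin fluorescence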
aDG glyco act – alpha-DG glycosylation activation | Pro5-aDG cells, alpha-DG glycosylation AlphaScreen (IIH6); 0% Pro5, 100% B10-LARGE cell signal | activation, % at 10 µM | 0.22% of 360,000 active | AID 624168;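 active = activation of at least 8% versus controls, or a plate z-score of at least 8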;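 also: Pro5 are CHO cells carrying HIG-tagged alpha-DG that lacks glycosylation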
H9c2 protect – myocardial damage modulation in H9c2 cells; protection from H2O2 cell death, % at 20 µM; 0.63% of 360,000 active; AID 588492; H9c2 cardiomyocytes, H2O2 injury protection, ATPLite, 2 h;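 active = compounds giving at least 50% protection of heart cells from peroxide-induced death in the single-dose screen, raw or plate-pattern-corrected value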;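 also: 0% = DMSO wells with peroxide and 100% = DMSO wells without peroxide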
Vif imaging – HIV Vif inhibition. HEK293T cells, Vif self-association by quenched fluorescence, imaging, 24 h. inhibition, % at 7.49 µM. 0.35% of 340,000 active; in the data active = inhibition above about 50%, passing the limit was not always enough; inconclusive = no clear call, values can overlap the other calls; inactive = below about 31%; also: some results filed as inactive read as strong as hits
m5-HT2A agonist – activates the mouse 5-HT2A serotonin receptor. P35363. CHO-K1 mHTR2A beta-arrestin complementation, luminescence; percent of 30 µM serotonin response. activation, % at 7.6 µM. 0.66% of 360,000 active;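 active = activation above a run cutoff, the mean activation of all tested compounds plus 3 SD, cut at about 14% in these data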;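 also: 0% = plate median of compound wells and 100% = 30 µM serotonin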
Target sequence (P35363 whole entry, looked up): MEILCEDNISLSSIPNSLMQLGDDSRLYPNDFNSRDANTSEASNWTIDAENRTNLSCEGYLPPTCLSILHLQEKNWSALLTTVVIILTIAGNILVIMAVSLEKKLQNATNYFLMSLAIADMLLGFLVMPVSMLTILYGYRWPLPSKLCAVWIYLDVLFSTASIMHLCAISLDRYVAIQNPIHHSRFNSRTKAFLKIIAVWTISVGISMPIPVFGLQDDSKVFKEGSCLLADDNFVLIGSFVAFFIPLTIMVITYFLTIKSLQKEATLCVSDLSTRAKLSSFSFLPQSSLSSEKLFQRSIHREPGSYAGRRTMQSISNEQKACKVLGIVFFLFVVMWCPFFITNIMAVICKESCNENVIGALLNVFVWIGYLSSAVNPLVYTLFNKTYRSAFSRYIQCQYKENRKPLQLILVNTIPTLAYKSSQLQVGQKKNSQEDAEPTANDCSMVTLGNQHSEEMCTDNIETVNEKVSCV
CaV13 FRET inh – Disruptors of the CACNA1D IQ motif to Ca2+-dependent inactivation inhibitor domain association, primary screening, Förster resonance energy transfer in intact living …. HEK cells, CFP/YFP FRET ICDI-IQ, plate reader, 10 min; percent FRET-ratio fall versus neutral wells. inhibition, % at 12.3 µM. 0.098% of 340,000 active;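 active = mean replicate inhibition of at least 30% and at least 1% of replicates passing that level; inconclusive = only one of the two criteria is met; inactive = neither criterion is met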;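 also: 0% = median of the neutral control wells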
PDI inh – PDI (human) enzyme inhibition | P07237 | PDI insulin aggregation turbidity, A650, 90 min | 0.052% of 350,000 active | inhibition, % at 10 µM;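 active = mean inhibition across replicates of 30% or more, whatever share of single replicates reach that level; inconclusive = mean inhibition below 30% while every single replicate reaches 30%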;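 also: absorbance from insulin aggregation driven by PDI reduction with DTT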
Target sequence (P07237 whole entry, looked up): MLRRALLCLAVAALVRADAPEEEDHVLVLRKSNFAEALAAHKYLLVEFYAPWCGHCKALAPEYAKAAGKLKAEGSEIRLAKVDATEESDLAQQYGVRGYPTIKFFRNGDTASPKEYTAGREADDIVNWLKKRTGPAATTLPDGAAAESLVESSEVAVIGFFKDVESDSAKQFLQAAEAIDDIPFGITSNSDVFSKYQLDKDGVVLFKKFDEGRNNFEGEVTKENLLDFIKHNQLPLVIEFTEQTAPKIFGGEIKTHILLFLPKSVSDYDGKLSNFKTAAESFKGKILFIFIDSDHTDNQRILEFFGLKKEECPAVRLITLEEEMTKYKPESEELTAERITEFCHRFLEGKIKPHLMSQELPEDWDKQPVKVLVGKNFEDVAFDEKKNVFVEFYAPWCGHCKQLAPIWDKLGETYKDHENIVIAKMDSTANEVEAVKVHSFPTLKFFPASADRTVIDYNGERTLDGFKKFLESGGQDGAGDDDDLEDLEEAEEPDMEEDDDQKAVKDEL
Exocytosis inh – blocks lytic granule exocytosis; inhibition, % at 10 µM; 0.66% of 360,000 active; TALL-104 LAMP-1 surface exposure, flow cytometry; cells stimulated with thapsigargin and PMA;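 active = inhibition above about 55%, limit read from the data; inconclusive = no clear call, values can overlap the other calls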
Numbers without * were called inactive; ? = inconclusive; . = no result given.

canonical_smiles	iPSC survival up	N-glyco inh	ABCB6 inh MLPCN	aDG glyco act	H9c2 protect	Vif imaging	m5-HT2A agonist	CaV13 FRET inh	PDI inh	Exocytosis inh
COc1ccc(-n2c(SCC(N)=O)nc3sc4c(c3c2=O)CCN(C)C4)cc1	1.8	2.3	116.0	-0.3	-1.6	4.5	3.2	-5.2	17.8	-2.5
Cc1cc(/C=C(\C#N)C(=O)NCC2CCCO2)c(C)n1-c1ccc(Cl)cc1 (stereo unspecified)	-0.3	-4.0	107.0	-0.1	-9.1	-16.7	-7.1	-9.7	1.4	-6.4
Cc1ccccc1C(O)c1ccccn1 (stereo unspecified)	-1.4	0.2	95.0	-0.2	2.7	29.0	2.4	-4.5	-48.1	-0.6
CC(c1ccccc1)N1C(=O)c2ccccc2C1O (stereo unspecified)	-0.2	0.7	95.0	-0.1	2.2	-18.3	-1.8	-3.0	.	-0.5
O=C(CN(C(=O)c1ccc(Cl)cc1)N1C(=O)C2C3C=CC(C3)C2C1=O)c1cccs1 (stereo unspecified)	0.7	-2.2	99.0	0.1	7.3	-2.2	2.6	-4.2	2.1	4.9
Cc1ccc(NC(=O)CN(C)C(=O)c2ccc(-n3cncn3)c([N+](=O)[O-])c2)cc1	-0.4	1.4	101.0	0.0	4.3	4.6	-2.2	-6.5	-0.5	-0.8
Cc1c(NC(=O)COC(=O)CSc2ccc([N+](=O)[O-])cc2)c(=O)n(-c2ccccc2)n1C	-0.5	0.9	97.0	0.0	4.4	-1.4	-0.6	-1.9	-1.0	2.1
CC(OC(=O)c1ccc(Cl)c(S(=O)(=O)N2CCOCC2)c1)C(=O)NC1CCCCC1C (stereo unspecified)	3.0	2.1	102.0	-0.5	1.1	-5.4	-1.2	-2.4	-7.5	7.3
CC1CCN(C(=O)C(C)NCc2ccc(F)cc2)CC1 (stereo unspecified)	-0.7	1.6	100.0	0.2	4.0	-1.5	-0.8	-1.8	1.6	-11.4
O=C1c2ccccc2-c2cc(Br)ccc2NC1O (stereo unspecified)	-0.3	1.0	116.0	0.0	16.8	?	-1.8	-5.1	-4.3	7.0
CCC/C(O)=C1\C(=O)CC(C)(C)CC1=Nc1ccccc1OC	0.2	-0.1	100.0	0.2	-0.2	-8.1	1.9	-3.0	-0.8	0.6
CCc1cccc2c(C#N)cn(CC(=O)NCc3ccco3)c12	-2.5	-0.4	95.0	0.0	10.5	-5.1	1.9	-2.8	-6.3	-2.9

Going on with the list:
canonical_smiles	iPSC survival up	N-glyco inh	ABCB6 inh MLPCN	aDG glyco act	H9c2 protect	Vif imaging	m5-HT2A agonist	CaV13 FRET inh	PDI inh	Exocytosis inh
Cn1c2ccccc2c2nnc(NN)nc21	-0.6	3.0	98.0	-0.2	15.2	-0.4	-3.6	-18.9	1.5	3.2
C[C@@H]1CN([C@H](C)CO)S(=O)(=O)c2ccc(C#Cc3ccccc3F)cc2O[C@@H]1CN(C)C(=O)Cc1ccccc1	-3.4	-3.4	97.0	0.2	24.2	-15.3	5.6	-4.8	5.2	7.8
Cc1cccc(NC(=O)COC(=O)CC2CCCC2)c1C	-0.4	1.0	97.0	-0.1	1.9	0.1	5.5	-5.2	-6.1	-1.1
Cn1cc([N+](=O)[O-])c(C(=O)NNC(=O)c2ccc([N+](=O)[O-])cc2)n1	1.5	-0.7	101.0	0.4	-3.5	6.0	-1.8	-1.1	-3.7	1.3
COc1cccc(CN(C)Cc2nc3cc(C(F)(F)F)ccc3c(=O)[nH]2)c1	-0.6	-0.3	98.0	0.1	-6.5	4.9	-1.3	-14.4	2.2	-5.5
CS(=O)(=O)N1CCN(C(=O)Cc2ccccc2Cl)CC1	-0.7	-1.1	102.0	0.6	13.9	8.0	1.0	-2.3	2.5	1.0
Cc1ccc(COc2ccc(S(=O)(=O)N3CCCC3)cc2C(N)=O)cc1	-0.4	-5.9	104.0	0.1	-8.1	0.5	-1.5	-3.7	9.3	52.8
Cc1ccc(C)c(NC(=S)Nc2cccnc2)c1	-0.3	-1.7	100.0	0.8	-6.9	8.2	6.2	-2.3	-2.3	-3.3
Cc1ccc(C(=O)CCC(=O)OCC(=O)N(CC(C)C)c2c(N)n(Cc3ccccc3)c(=O)[nH]c2=O)cc1	0.0	-0.6	99.0	-0.2	-0.4	-13.8	0.3	-2.5	-1.3	-4.4
C[C@@H]1CN([C@H](C)CO)S(=O)(=O)c2ccc(Br)cc2O[C@@H]1CN(C)Cc1ccc(-c2ccccc2)cc1	5.7	-8.7	97.0	0.5	-14.6	-20.5	3.8	-8.3	-0.2	10.4
COc1ccccc1-c1cnc2c(c1)C(=O)N([C@@H](C)CO)C[C@@H](C)[C@H](CN(C)C(=O)c1cccnc1)O2	2.3	1.0	91.0	0.3	15.4	-1.3	1.3	-7.2	-1.8	0.0
CCOC(=O)CNC(=O)CSc1ncnc2c1cnn2-c1ccc(Cl)cc1	-1.3	-0.2	94.0	-0.1	-19.5	-10.6	0.7	.	-7.4	2.8

Other results follow:
canonical_smiles	iPSC survival up	N-glyco inh	ABCB6 inh MLPCN	aDG glyco act	H9c2 protect	Vif imaging	m5-HT2A agonist	CaV13 FRET inh	PDI inh	Exocytosis inh
c1ccn(CCc2ccncc2)c1	3.3	1.1	94.0	0.1	-0.1	-11.6	4.2	-4.9	7.2	-4.3
CCOc1cc2c(cc1C(C)(C)C)NC(=O)CS2	-1.9	4.2	92.0	0.3	-7.9	-11.7	0.2	-4.9	-2.9	-0.6
COC(=O)c1sccc1-c1ccc(C(=O)Nc2ccccc2)o1	-0.1	-4.5	86.0	0.1	5.8	-10.7	-2.9	-3.6	0.7	3.9
CC(C)c1nnc(NC(=O)CN2C(=O)c3ccccc3C2=O)s1	0.4	2.0	102.0	0.3	-4.0	2.3	2.1	-8.3	-2.9	2.3
Clc1ccc(/C=N\Nc2ccccc2)cc1	-0.2	2.4	89.0	0.0	-9.1	3.5	3.2	-19.7	2.4	0.4
Cc1onc(-c2ccccc2Cl)c1C(=O)NCc1ccccc1F	-0.3	-0.3	100.0	-0.1	3.1	2.0	0.6	-5.8	-1.9	-3.3
COc1ccc(NC(=O)CCCC2CCCCC2)c(OC)c1	0.0	0.4	102.0	-0.2	2.6	-3.8	2.4	.	-4.9	1.5
Nc1nonc1-n1nnc(C(=O)N/N=C/c2c(Cl)cccc2Cl)c1CSC1=NCCS1	0.0	-0.2	97.0	0.1	1.6	3.6	1.9	-2.2	0.0	5.9
O=C(Cc1cn2ccsc2n1)Nc1cccc2cnccc12	1.9	0.9	84.0	-0.1	21.4	0.8	-1.0	.	3.8	0.6
CNC(=S)N(CCc1c(C)[nH]c2ccc(C)cc12)Cc1cc(OC)c(OC)c(OC)c1	-0.6	-0.8	99.0	-0.3	10.1	-3.6	2.8	-4.6	16.1	4.1
CS(=O)(=O)c1ccc(CNC(=O)[C@]2(C(F)(F)F)C[C@H](CCc3ccccc3)CCCO2)cc1	13.0	0.5	100.0	-0.1	-10.4	1.3	2.2	-5.6	0.6	-6.3
O=C(Nc1ccc(N2CCOCC2)cc1)c1ccc(Cl)nc1	3.1	2.5	99.0	-0.3	3.7	-1.0	0.7	.	-5.0	-3.0

New compounds follow:
canonical_smiles	iPSC survival up	N-glyco inh	ABCB6 inh MLPCN	aDG glyco act	H9c2 protect	Vif imaging	m5-HT2A agonist	CaV13 FRET inh	PDI inh	Exocytosis inh
CCc1ccc(-c2nc(SCC(=O)c3c(N)n(C)c(=O)n(C)c3=O)n[nH]2)cc1	-0.4	1.9	97.0	-0.1	-1.4	?	-3.1	-6.3	-5.2	27.7
Oc1[nH]c2ccccc2c1N=NC(=S)NCCc1ccccc1	4.1	1.9	96.0	-0.1	4.9	-5.8	-6.1	-3.2	2.0	-3.0
O=C(Nc1ccnn1C1CCN(Cc2c(F)cccc2Cl)CC1)C1CCCC1	0.3	-1.2	98.0	0.1	3.9	16.1	0.4	-2.8	-2.4	-7.3
CNc1ncnc2c1ncn2[C@H]1CN(Cc2ccc(Cl)cc2)C[C@@H](CO)O1	-1.2	0.3	93.0	-0.3	4.9	.	2.2	-12.8	2.8	-1.8
CCn1c(=O)c(C(=O)NNS(=O)(=O)c2ccc(NC(=O)OC)cc2)c(O)c2ccccc21	0.4	0.7	96.0	-0.2	-8.2	-0.9	1.7	-2.3	12.6	-6.6
O=C(O)CSc1nnc2n(-c3ccccc3)c(=O)c3ccccc3n12	1.0	1.8	96.0	0.0	-6.0	5.9	-1.4	-2.5	9.6	36.1
S=C(NCCCN1CCOCC1)Nc1ccc(Nc2ccccc2)cc1	-1.7	-1.3	99.0	-0.3	7.8	-6.9	-5.8	-5.5	-1.0	0.0
CC(C)CC1Nc2ncnc(N3CCOCC3)c2N(Cc2ccc(Br)cc2)C1=O (stereo unspecified)	1.8	0.3	96.0	0.4	15.6	-2.9	4.3	-10.2	8.6	-1.0
COc1ccc(OC)c(CCNC(=O)CC2(CC3=NS(=O)(=O)c4ccccc4N3)CCCC2)c1	1.3	1.4	99.0	-0.1	1.8	10.6	-6.7	-5.6	1.9	2.9
C=CCNC(=O)Nc1ccc2nc(C)sc2c1	-0.9	2.4	100.0	-0.1	3.9	3.4	2.1	-4.6	6.9	1.8
CC1(C)CC(=O)C2=C(C1)NC(SCC(=O)Nc1ccccc1)=C(C#N)C2c1ccco1 (stereo unspecified)	-1.2	-0.5	100.0	0.9	-7.3	.	-2.6	.	12.8	1.4
COc1ccc(CN2C(=O)C(C)N(C(=O)c3c(F)cccc3F)c3ccccc32)cc1 (stereo unspecified)	-0.6	-3.2	96.0	0.0	-5.0	5.1	-5.1	-4.3	-19.9	14.9

Later entries.
canonical_smiles	iPSC survival up	N-glyco inh	ABCB6 inh MLPCN	aDG glyco act	H9c2 protect	Vif imaging	m5-HT2A agonist	CaV13 FRET inh	PDI inh	Exocytosis inh
O=C(CSc1nnc(-c2ccncc2)o1)Nc1cccc(F)c1	3.1	2.2	95.0	-0.2	2.5	7.8	-28.9	-4.6	0.7	4.2
COc1cc(NC(=O)c2csc3c2CCCC3)ncn1	0.3	-4.3	90.0	-0.1	-3.6	-7.6	-2.7	-6.7	-1.8	1.2
O=C(Nc1sc2c(c1C(=O)NCC(O)CO)CCCC2)c1ccccc1 (stereo unspecified)	0.8	0.0	98.0	0.2	1.4	32.9	0.6	-3.6	5.9	-1.9
Cc1cc(C)cc(NC(=O)C(C)N2C(=O)c3ccccc3C2=O)c1 (stereo unspecified)	-0.8	2.2	103.0	0.1	-4.6	0.1	19.7*	-2.2	7.1	-10.1
CC(=O)c1ccc(Nc2nc(CN)cs2)cc1	1.1	1.1	91.0	-0.2	2.4	5.3	-3.9	-4.8	-1.2	-5.2
O=C(NCc1ccncc1)C(=O)NCC1OCCN1S(=O)(=O)c1ccc(F)cc1 (stereo unspecified)	-0.4	0.8	99.0	0.0	-0.4	-4.9	-3.9	-10.5	19.3	2.6
Cc1ccc(CCNS(=O)(=O)c2c(C)nc3sccn3c2=O)cc1	2.3	1.4	100.0	0.1	6.9	-1.9	-0.3	-5.5	.	-2.1
COc1ccc(CCn2c(-c3cccc([N+](=O)[O-])c3)nc3nc4ccccc4nc32)cc1OC	0.2	0.0	96.0	-0.1	8.6	-3.1	-2.9	-4.7	4.3	-6.1
C=CCOc1ccc(C2NC(=S)NC(C)=C2C(=O)c2ccccc2)cc1OC (stereo unspecified)	0.1	?	100.0	0.0	6.4	-5.0	6.1	-2.8	-15.3	3.5

Screening data from PubChem.
